Screening results deposited in PubChem by several laboratories.
p47phox inh – p47phox/p22phox peptide binding inhibitors, primary screen, biochemical, uHTS, NADPH oxidase regulatory subunit; Neutrophil cytosol factor 1 (Homo sapiens), P14598; fluorescence polarization, 2 h; inhibition, % at 24.7 µM; hit rate 0.53% among 220,000;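 active = inhibition above about 30%, limit read from the data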;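 note: 0% = p47phox with labelled peptide and 100% = labelled peptide alone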
BaF3 parental – parental Ba/F3 cell viability inhibition, counter-screen for JAK2V617F inhibitor project, murine pro-B, CellTiter-Glo luminescence. CellTiter-Glo ATP luminescence. hit rate 1.1% among 220,000. inhibition, % at 5.6 µM. AID 1486, 2009;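 active = inhibition above a per-campaign cutoff, the mean inhibition of all tested compounds plus 3 SD, cut at about 27% in these data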;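 note: 0% = DMSO wells and 100% = JAK Inhibitor I control wells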
EP2 antag – human EP2 receptor antagonists, primary screen, TR-FRET cAMP, C6 glioma cells; C6 glioma cells expressing human EP2; cells stimulated with saturating PGE2; inhibition, % at 25 µM; hit rate 0.52% among 260,000; AID 1422, 2008;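 active = percent inhibition above 40 after rounding to a whole number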;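 note: rat C6 glioma host cells with rolipram phosphodiesterase inhibitor present; the protocol text gives 20 µM as final concentration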
Target sequence (P43116 whole entry, looked up): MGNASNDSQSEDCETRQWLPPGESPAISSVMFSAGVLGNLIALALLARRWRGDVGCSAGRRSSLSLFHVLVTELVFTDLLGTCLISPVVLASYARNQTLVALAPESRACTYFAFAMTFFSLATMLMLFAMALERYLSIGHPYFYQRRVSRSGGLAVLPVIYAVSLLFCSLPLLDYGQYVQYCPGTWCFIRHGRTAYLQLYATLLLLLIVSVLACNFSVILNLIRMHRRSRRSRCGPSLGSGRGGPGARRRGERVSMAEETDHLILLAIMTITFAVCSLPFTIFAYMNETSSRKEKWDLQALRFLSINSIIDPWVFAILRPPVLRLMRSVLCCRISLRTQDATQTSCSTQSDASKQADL
RBBP9 inhibitor – human RBBP9 inhibitors, primary screen, biochemical, fluorescence polarization, FP-Rh probe, HTS; recombinant RBBP9; inhibition, % at 7.94 µM; hit rate 0.2% among 220,000; AID 1515, 2009;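 active = inhibition above the campaign mean of all tested compounds plus 3 SD, cut at about 14% in these data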;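 note: plate controls were DMSO wells with RBBP9 for no effect and wells lacking RBBP9 protein for full effect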
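System: RBBP9 protein | Quantity: 2.5 µM RBBP9 dispensing solution, before mixing | Reagent: FP-Rh probe, 375 nM dispensing solution | Timing: Enzyme-compound preincubation 30 min, then probe labeling 45 min, 25 °C | Measured by: Fluorescence polarization | Read-out: % inhibition | Replication: One well per compound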
Furin inhibitor – human furin inhibitors, primary screen, biochemical, fluorescence intensity | purified furin, fluorogenic substrate cleavage | P09958 | hit rate 0.061% among 220,000 | inhibition, % at 30 µM; in the data active = inhibition above about 25%; note: inactives centre near -15
Target sequence (P09958 108-714 limits assumed): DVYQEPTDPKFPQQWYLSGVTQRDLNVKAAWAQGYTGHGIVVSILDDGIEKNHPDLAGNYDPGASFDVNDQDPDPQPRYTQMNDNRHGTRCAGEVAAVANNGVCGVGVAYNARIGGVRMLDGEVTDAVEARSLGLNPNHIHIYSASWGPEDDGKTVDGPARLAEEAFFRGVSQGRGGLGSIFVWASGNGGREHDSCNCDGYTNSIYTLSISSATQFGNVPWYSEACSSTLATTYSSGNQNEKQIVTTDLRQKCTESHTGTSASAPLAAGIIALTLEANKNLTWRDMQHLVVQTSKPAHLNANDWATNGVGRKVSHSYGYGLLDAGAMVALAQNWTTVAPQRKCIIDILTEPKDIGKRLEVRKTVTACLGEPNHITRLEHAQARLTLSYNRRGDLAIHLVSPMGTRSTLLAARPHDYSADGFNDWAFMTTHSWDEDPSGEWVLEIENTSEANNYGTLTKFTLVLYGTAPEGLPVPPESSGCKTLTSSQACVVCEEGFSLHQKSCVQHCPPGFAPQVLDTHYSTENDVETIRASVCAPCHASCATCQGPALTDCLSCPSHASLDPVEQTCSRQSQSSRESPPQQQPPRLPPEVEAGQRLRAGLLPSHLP
Tb hexokinase – Trypanosoma brucei hexokinase 1 inhibitors, primary screen, biochemical, G6PDH-coupled NADH absorbance, MLSCN library | AID 1430, 2008 | recombinant TbHK1, G6PDH-coupled NADH A340 | inhibition, % at 10 µM | hexokinase 1 [Trypanosoma brucei] | hit rate 0.11% among 220,000;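 active = inhibition of 50% or more in the single-dose primary screen; inactive = inhibition below 50%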
PPC-1+TRAIL kill – compounds killing PPC-1 cancer cells with TRAIL present, primary screen, TRAIL potentiator project, ATPLite luminescence, uHTS; PPC-1 cells + TRAIL, ATPLite viability luminescence; hit rate 0.41% among 220,000; cell killing (% activity), % at 4 µM;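 active = cell killing above 50% in the first pass at 4 µM, then a duplicate retest at 5 µM averaging 50% or more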;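 note: plate controls were cells with TRAIL plus DMSO for no effect and medium-only wells lacking cells for full effect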
Ba/F3 V617F tox – reduced viability of JAK2V617F-dependent Ba/F3 cells, primary screen, JAK2V617F inhibitor project, cell-based, Ba/F3 EpoR-JAK2V617F, luminescence | ATP luminescence | hit rate 1.1% among 220,000 | inhibition, % at 5.6 µM;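 active = inhibition above the campaign mean plus 3 SD over all tested compounds, cut at about 24% in these data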;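 note: cytokine-independent growth of Ba/F3 cells driven by EpoR plus mutant JAK2; 0% = DMSO-treated cells and 100% = JAK inhibitor I control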
p97 ATPase inh – inhibitors of human p97 ATPase, primary screen, biochemical; inhibition, % at 8 µM; recombinant p97 ATPase, Kinase-Glo ATP luminescence, 3 h; hit rate 0.42% among 220,000; Transitional endoplasmic reticulum ATPase (Homo sapiens), P55072; in the data active = inhibition above about 15%;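 note: 0% = DMSO vehicle and 100% = wells lacking enzyme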
* = called active by the depositor; x = no result given; & = joins results of further samples; [ ] = dose if it differs, or a comment.

Screens in order – p47phox inh	BaF3 parental	EP2 antag	RBBP9 inhibitor	Furin inhibitor	Tb hexokinase	PPC-1+TRAIL kill	Ba/F3 V617F tox	p97 ATPase inh
COC(=O)c1ccccc1N=Nc1c(N)[nH][nH]c1=O
  0.0	1.1	8.4	-6.5	-1.9	-18.9	-9.2	3.5	-2.2
COC(=O)c1cnn(C(=O)c2ccccc2Br)c1N
  -20.5	10.2	9.5	-7.5	-5.5[20 µM]	2.2	-1.2	0.5	6.3
CC1(C)Cc2ccccc2C2=C(C(=O)N3CCCCCC3)C(=O)C(=O)N21
  -7.6	9.8	1.1	-4.8	-20.9	-15.2	4.1	1.1	1.6
CCN(CC)S(=O)(=O)c1cccc(C(=O)N/N=C/c2ccccc2OCC(=O)O)c1
  -7.9	2.2	7.2	1.3	-11.6	-10.6	31.9	-2.1	5.4
CSCC[C@H](NC(=O)Nc1ccc(C)cc1)C(=O)O
  -0.5	5.4	7.2	-7.4	-11.8	-0.3	16.4	3.0	-0.1
COC(CNC(=O)c1ccc(Cn2c(=S)[nH]c3cc4c(cc3c2=O)OCO4)cc1)OC
  -8.0	4.0	5.3	-3.2	-3.8	-11.2	28.4	-2.9	3.6
Cc1cccc(C(=O)NNC(=O)Nc2ccccc2)c1
  4.1	0.3	3.7	-8.1	-26.4	-1.3	0.4	-1.1	1.5
NC(=O)c1cccnc1Sc1ccc(Cl)cc1
  5.0	4.5	4.8	11.5	-10.4	30.8	1.4	0.6	2.6
CN(C)S(=O)(=O)N1CCC(CCCC2CCN(S(=O)(=O)N(C)C)CC2)CC1
  -0.4	4.9	3.4	4.8	-7.2[20 µM]	0.8	-6.0	1.4	0.5
Cc1c(NS(=O)(=O)c2ccc(N(C)C3CCCCC3)c([N+](=O)[O-])c2)c(=O)n(-c2ccccc2)n1C
  -7.2	6.5	7.4	-10.6	-8.1	27.9	-11.8	3.5	-7.9
Cc1ccc(N(C(=O)Cc2cccs2)C(C(=O)NC2CCCC2)c2ccncc2)cc1 (stereo unspecified)
  -13.2	2.7	7.1	-8.7	-29.0	-8.7	13.3	-1.0	1.2
COc1ccc(CCc2nnc(CCC(=O)NCc3cnc4ccccn34)o2)cc1
  1.3	4.2	5.1	-1.3	-8.5	-12.5	8.8	-2.4	6.0
O=C(O)/C=C\C(=O)Nc1ccc(N2CCN(c3cccc(Cl)c3)CC2)cc1
  9.4	4.6	0.1	-3.3	7.2	-2.4	5.7	1.5	-2.5
COC(=O)c1ccc(NC(=O)C2CC(=O)N(c3cc(C)ccc3C)C2)cc1 (stereo unspecified)
  -7.3	5.8	15.3	-6.7	-30.6[20 µM]	-8.3	12.6	1.1	-3.5
N#CC(C#N)=Cc1cccn1-c1ccc(S(N)(=O)=O)cc1
  6.1	0.7	0.7	-11.9	1.2	-13.4	0.0	0.6	-3.6

Remaining list, next part
Screens in order – p47phox inh	BaF3 parental	EP2 antag	RBBP9 inhibitor	Furin inhibitor	Tb hexokinase	PPC-1+TRAIL kill	Ba/F3 V617F tox	p97 ATPase inh
COc1ccccc1CNC(=O)c1cccc(C)c1[N+](=O)[O-]
  -7.0	5.7	7.9	-1.0	-20.1	-5.9	5.8	-0.2	-0.8
Cc1cc(C)c(NC(=S)NCCO)c(C)c1
  -20.6	1.5	7.8	-2.7	-17.7	-1.3	8.5	-4.6	6.0
O=C(NCC(=O)N(c1cccnc1)C(C(=O)NC1CCCC1)c1cccs1)c1ccco1 (stereo unspecified)
  x	2.5	2.1	0.2	-38.0	-4.3	13.6	1.3	0.8
Cc1[nH]c(=O)[nH]c(=O)c1N(C)C
  2.7	3.1	6.1	-3.0	-9.8	10.3	10.4	3.2	-3.3
CC(C)(C)c1cc(C(=O)N/N=C/c2ccc(O)cc2)n(-c2ccccc2)n1
  -20.0	5.1	6.5	-5.1	-23.2	7.0	-10.3	0.0	2.3
CCCSc1nnc(-c2c[nH]c3ccccc23)n1CC
  -13.8	2.4	9.6	1.6	-5.9	-1.3	-4.9	-4.8	6.3
Nc1n[nH]c(C(F)(F)F)c1-c1ccccc1
  1.5	0.6	3.2	4.8	-17.7	1.9	9.0	-3.4	3.1
CN(C)N1C(N)=C(C#N)C(c2cccs2)C2=C1CC(C)(C)CC2=O (stereo unspecified)
  -1.0	12.0	5.9	0.5	-4.8	-10.5	-4.4	5.6	0.4
Cc1cc(-c2ccccc2)c2c(=O)[nH][nH]c2n1
  -8.8	0.3	2.6	2.7	-21.7	-10.9	5.8	-5.4	5.6
COC(=O)c1sccc1NC(=S)Nc1ccc(C)cc1
  5.3	-3.2	4.6	-1.4	-17.8	-4.5	-18.4	4.8	-4.5
CCN(CC(=O)Nc1ccc(NC(C)=O)cc1)C(=O)COc1ccc(C(=O)c2ccccc2)cc1
  -18.4	5.8	4.6	-7.8	-22.7	-1.3	6.9	-1.7	1.1
COc1ccc(NC(=S)NNC(=O)c2ccccc2OC(F)F)cc1
  -12.4	55.4*	4.6	0.9	-13.6[20 µM]	-3.6	11.1	76.5*	1.4
Nc1c(C(=O)NC2CC2)sc2nc3c(c(-c4ccco4)c12)CC/C3=C/c1ccco1
  8.2	0.6	5.9	0.8	-6.1	-9.6	33.2	-4.9	28.4*
C=CCn1c(SCC(=O)/C(C#N)=C(\C)N)nc2sc(CC)cc2c1=O
  -18.9	4.3	x	-1.8	-22.6	1.5	x	-1.9	4.5
Cc1ccc(Nc2nc(-c3cccnc3)nc3ccccc23)cc1
  -42.0	29.8*	35.5	-18.6	-5.2	-30.7	18.4	49.2*	5.7

Compound profiles (already shown):
Cc1ccc(Nc2nc(-c3cccnc3)nc3ccccc23)cc1 is listed with p47phox inh = -42.0; BaF3 parental = 29.8*; EP2 antag = 35.5; RBBP9 inhibitor = -18.6; Furin inhibitor = -5.2; Tb hexokinase = -30.7; PPC-1+TRAIL kill = 18.4; Ba/F3 V617F tox = 49.2*; p97 ATPase inh = 5.7
Cc1[nH]c(=O)[nH]c(=O)c1N(C)C is listed with p47phox inh = 2.7; BaF3 parental = 3.1; EP2 antag = 6.1; RBBP9 inhibitor = -3.0; Furin inhibitor = -9.8; Tb hexokinase = 10.3; PPC-1+TRAIL kill = 10.4; Ba/F3 V617F tox = 3.2; p97 ATPase inh = -3.3

Next results
Screens in order – p47phox inh	BaF3 parental	EP2 antag	RBBP9 inhibitor	Furin inhibitor	Tb hexokinase	PPC-1+TRAIL kill	Ba/F3 V617F tox	p97 ATPase inh
O=C(CSc1nc2ccccc2[nH]1)Nc1c(F)c(F)c(F)c(F)c1F
  -10.9	6.2	0.6	-4.9	-31.6	1.1	18.0	0.3	2.4
O=C(Cc1ccccc1)Nc1ccc2c(c1)CCC2
  -14.6	9.1	4.4	0.2	-30.7	0.5	-8.3	-0.4	0.3
CC(Sc1ccsc1[N+](=O)[O-])C(=O)N1CCN(c2ccccn2)CC1 (stereo unspecified)
  -11.6	2.1	6.2	-0.8	-6.1	-14.0	-9.3	-5.8	7.8
O=C(c1cc2ccccc2oc1=O)N1CCN(CCc2ccccc2)CC1
  4.9	1.9	3.6	-10.6	-15.6	-3.2	40.8	1.9	-5.6
COc1ccccc1N(CC(=O)NCc1ccc(F)cc1)C(=O)CCC(=O)Nc1ccccn1
  -6.6	3.8	10.8	-4.5	-18.7	-1.7	6.8	-1.6	-0.8
COCC1CCN(Cc2cn(C)nc2-c2cccc(Cl)c2)C1 (stereo unspecified)
  -4.4	2.0	8.4	-1.6	-21.1	4.7	-1.8	3.5	-1.8
Cn1c(COc2ccc(Cl)cc2)nc2ccccc2c1=O
  -5.1	0.5	2.5	-3.6	-9.2	-0.4	10.2	3.7	-5.2
O=C(/C=C/c1c(Cl)nc2ccccn12)N1CCN(c2ccccc2F)CC1
  5.0	5.3	26.3	-4.9	-13.3	-23.6	-19.4	2.0	1.9
c1csc(CN2CCN(Cc3cccs3)C2c2cccs2)c1
  12.6	4.0	6.1	-4.2	-33.9	2.7	12.1	-4.0	3.2
COc1ccc(C(CC(=O)NCCCN2CCOCC2)NS(=O)(=O)c2ccc(C)cc2)cc1 (stereo unspecified)
  -10.2	5.2	6.8	-9.1	-11.0	-1.4	7.9	1.6	-0.3
O=C(CO/N=C/c1ccc2c(c1)OCO2)Nc1cccc(Br)c1
  -53.3	2.3	5.4	-3.0	-14.9	0.1	12.8	-4.5	2.9
CCc1ccc(N2C(=O)CN(Cc3ccc(OC)c(OC)c3)C2=S)cc1
  -10.5	5.2	1.4	-6.9	1.6	-2.1	34.1	1.1	-3.9
COC(=O)c1ccc2c(=O)n(CCCCCC(=O)NCc3ccccn3)c(=O)[nH]c2c1
  -4.0	0.2	6.4	-4.7	-25.6	-10.5	18.2	-1.6	-0.4
Cc1ccc(-c2c(C)n([O-])c3c([n+]2=O)CCC3)o1
  -3.8	1.0	13.5	-6.2	-11.9	-19.9	-6.1	-0.6	4.1
O=C(CSc1nnc(-c2cccnc2)o1)OC1CCCCC1
  -3.2	4.2	9.3	-7.7	-19.9[20 µM]	4.1	13.4	2.7	-4.6

Continuation:
Screens in order – p47phox inh	BaF3 parental	EP2 antag	RBBP9 inhibitor	Furin inhibitor	Tb hexokinase	PPC-1+TRAIL kill	Ba/F3 V617F tox	p97 ATPase inh
O=C(Nc1ccccc1C(F)(F)F)c1c(F)cccc1Cl
  -4.1	12.4	10.6	-3.3	-20.3	-9.0	7.0	1.3	-0.4
CCCCNS(=O)(=O)c1ccc(NC(=O)Cc2ccc(OC)cc2)cc1
  6.6	5.6	7.3	-11.7	-26.5	-4.2	-4.0	2.8	-3.9
O=C(Cc1c[nH]c2ccccc12)NCc1ccc(Cl)cc1
  -4.3	1.4	8.2	-7.0	8.1	30.8	2.5	-2.0	6.9
Cc1ccccc1OCCNc1cc(N2CCN(CCO)CC2)ccc1[N+](=O)[O-]
  -34.3	5.0	8.6	-1.4	-14.1	-2.1	1.5	-0.9	-0.6
CSc1nc(N(C)C)nc(N(C)C#N)n1
  -7.0	7.3	11.6&-0.2	-5.6	-23.8	-2.4	4.3	-1.2	3.0
COC(=O)c1ccccc1OCCCOc1ccc(C=O)cc1OC
  -2.6	4.2	15.3	-1.2	-15.4	-6.3	13.2	-3.2	0.6

An excerpt, so the mix of outcomes need not match the whole.
